inhibitors of VEEV – inhibitors of VEEV TC-83 cytopathic effect, confirmation, Vero cells (AID 588727). Vero cells, VEEV TC-83 cytopathic effect inhibition; higher % means a stronger effect. actives 0.13% (n = 350,000). inhibition, % at 20 µM; hits with a dose series show IC50 in µM; in the data active means a potency from the dose series; inconclusive means inhibition mostly from about 14% at the one dose, without a potency; inactive means the rest, 99 in 100 with inhibition below about 12%; further: strong numbers were not always called active
PhoP GFP inhibition – PhoP regulon inhibitors, Salmonella typhi PhoP promoter GFP reporter, confirmatory (AID 1850); Salmonella Typhi PhoP-promoter GFP reporter, fluorescence, 4 h; higher % means a stronger effect; inhibition, % at 50 µM; hits with a dose series show IC50 in µM; actives 0.33% (n = 310,000); in the data active means a potency from the dose series; inconclusive means inhibition mostly from about 25% at the one dose, without a potency; inactive means the rest, 99 in 100 with inhibition below about 19%;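 further: 0% = induced wells with vehicle and 100% = uninduced wells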
influenza NS1A – H1N1 influenza NS1A inhibitors, functional cell based assay (AID 504329); NS1A functional cell-based assay, percent inhibition; higher % means a stronger effect; inhibition, % at 12.5 µM; hits with a dose series show IC50 in µM; actives 0.3% (n = 340,000); in the data active means a potency from the dose series; inconclusive means inhibition above about 27% without an active follow-up result; further: strong numbers were not always called active
tuberculosis growth – growth inhibition of non-replicating M. tuberculosis (AID 488890) | Mycobacterium tuberculosis non-replicating, growth inhibition; higher % means a stronger effect | one-dose inhibition, % at 25 µM; IC50 in µM for titrated hits | actives 0.39% (n = 320,000); in the data active means a potency from the dose series; inconclusive means inhibition mostly from about 82% at the one dose, without a potency; inactive means the rest, 99 in 100 with inhibition below about 76%;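 further: plate controls were DMSO cells for no effect and high antibiotic wells for full effect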
M. tuberculosis HTS – M. tuberculosis growth inhibition, HTS (AID 449762); actives 0.59% (n = 330,000); inhibition, % at 25 µM; hits with a dose series show IC50 in µM; M. tuberculosis H37Rv growth inhibition, 7H9 media; higher % means a stronger effect; in the data active means a potency from the dose series; inconclusive means inhibition above about 70% without an active follow-up result;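 further: bacterial growth assessed after seven days of incubation; strong numbers were not always called active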
inhibitors of VEEV 10K pilot screen – recorded beside inhibitors of VEEV, whose call it bears; inhibition, %; measured here: 10K pilot screen inhibition
* hit, by the source's call; i = inactive; ? = inconclusive; / = no result given. This is a random part of the collection. Share with any hit: about 1.5%.

SMILES	inhibitors of VEEV	PhoP GFP inhibition	influenza NS1A	tuberculosis growth	M. tuberculosis HTS	others
COc1cccc2c1OC1(C)CC2NC(=O)N1c1cccc(C(=O)N2CCN(c3ccccn3)CC2)c1 (stereo unspecified)	1.1%	-4%	-3%	1%	-6%
Cc1ccccc1C(=O)NNC(=O)c1ccc(Br)cc1	0.2%	5%	-6%	-22%	-10%
CCCCN(C(=O)c1ccc(N2CCCC2=O)cc1)c1c(N)n(CCCC)c(=O)[nH]c1=O	2.2%	-6%	-1%	-2%	-6%
CC(=O)c1cccc(NC(=O)CN2C(=O)NC(C)(c3ccc4c(c3)OCCCO4)C2=O)c1 (stereo unspecified)	i	/	2%	3%	-8%
COC(=O)c1cccc(-n2nnnc2SCC(=O)Nc2cc(C)on2)c1	i	-9%	3%	7%	-7%
O=C(c1ccccc1)N1CCOC(O)(c2ccccc2)C1c1ccccc1 (stereo unspecified)	0.1%	/	1%	/	/
CC(=O)NCCCCCCNC(C)=O	0.8%	-3%	1%	-6%	6%
CCc1noc(C)c1C(=O)N(CCOC)c1c(N)n(CC(C)C)c(=O)[nH]c1=O	0.7%	-5%	-6%	-18%	-16%
NCCCC[C@H]1CNC(=O)C(=O)N1CCc1cc(C(F)(F)F)cc(C(F)(F)F)c1	1.0%	1%	7%	5%	-4%
CNC(=O)NC(=O)C(c1ccccc1)N(C)CC1COc2ccccc2O1 (stereo unspecified)	4.9%	2%	-1%	-3%	5%
CC(=Nc1ccc(C)cc1)c1sc2ccccc2c1O	0.5%	2%	-20%	63%	1%
COc1ccc(C2=Nn3c(nnc3-c3ccccc3Cl)SC2)cc1OCC1CC1	5.5%	/	13%	43%	?
CC1(C)CC(=O)C(Sc2nnc(-c3ccc(NS(C)(=O)=O)cc3)n2Cc2ccco2)C(=O)C1	0.6%	9%	4%	-34%	-2%
Nc1nc(F)nc2c1ncn2[C@@H]1O[C@H](CO)[C@@H](O)[C@@H]1O	1.0%	-3%	1%	-5%	-1%
CCOCCCNC(=O)CN1C(=O)c2ccccc2Sc2ncccc21	1.6%	-6%	-11%	-14%	-2%
CCOC(=O)c1sc2ncc([N+](=O)[O-])cc2c1N	i	-15%	8%	26%	0%
CC1(C)[C@H]2CC=C(CN3CCC(N4CCC(C(=O)N5CCCC5)CC4)CC3)[C@@H]1C2	12%	-1%	-3%	74%	12%
CC(OC(=O)c1cc2sccc2n1C)C(=O)NCCc1ccccc1 (stereo unspecified)	i	-8%	4%	9%	0%
COc1ccc(NC(=O)N2CCN(S(=O)(=O)c3ccc(F)cc3)CC2)c(OC)c1	3.1%	-3%	20%	-1%	-4%
COc1ccc(CCNC2=NCCS2)cc1	i	1%	-3%	-9%	-8%
O=C(CSc1nncc2ccccc12)Nc1ccc(F)cc1	1.3%	15%	-4%	12%	2%
CCOC(=O)c1oc2ccccc2c1NC(=O)CN1CCOCC1	8.9%	-3%	5%	-3%	-1%
COC(=O)CCC(=O)OC1(C)C(=O)C=C2C=C(C3CC3)N(C(CO)CO)C=C2C1=O (stereo unspecified)	1.3%	-17%	-9%	20%	0%
CN(CC(=O)Nc1ccc(N2CCOCC2)cc1)CC(=O)Nc1ccccc1C#N	0.2%	4%	6%	-27%	-8%
COc1cc(/C(C)=N/N2CCN(c3ccccc3OC)CC2)ccc1O	0.3%	-7%	0%	2%	3%
CCOC(=O)c1sc(NC(=O)c2ccoc2C)c(C(N)=O)c1C	4.2%	7%	-17%	-8%	4%
Cc1ccc(C(=O)NNC(=O)c2ccccc2-n2cccc2)cc1	1.1%	-26%	-2%	28%	?
COc1ccc2c(c1)[nH]c1c(=O)n(CCCN3CCOCC3)cnc12	3.6%	-25%	-4%	-1%	-4%
Cc1ccc(NC(=O)c2cc(N3C(=O)C4CC=CCC4C3=O)ccc2N2CCOCC2)cc1Cl (stereo unspecified)	5.6%	0%	-8%	6%	-5%
O=C(CSc1nnc2ccc(-c3ccc(F)cc3)nn12)N1CCOCC1	2.3%	3%	-13%	-3%	1%
O=C(NCCCNC(=O)c1ccccc1)c1ccccc1	i	9%	/	1%	-1%
COc1ccc(C)cc1NC(=O)CN1C(=O)CSc2ccc(S(=O)(=O)N3CCCC3)cc21	2.5%	3%	2%	14%	4%
CCOC(=O)C(=O)Nc1ccc(F)cc1	i	4%	-6%	8%	-4%	inhibitors of VEEV 10K pilot screen=0.2
C/C=C\C(=O)Nc1cccc(C2=NOC3(C2)C[C@@H](C(N)=O)N(C(=O)COc2ccc(Cl)cc2)C3)c1 (stereo partly specified)	0.2%	0%	4%	11%	-8%
COc1cccc2c1OCC(C(=O)Nc1nccs1)=C2	2.5%	-2%	-15%	?	50%
CSc1ccc(CN2CCN(C(=O)CC(C)C)CC2)cc1	1.9%	-3%	-1%	-4%	-6%

Structural class, the entries above with an NH in an aromatic ring (3)
SMILES	inhibitors of VEEV	PhoP GFP inhibition	influenza NS1A	tuberculosis growth	M. tuberculosis HTS	others
CCCCN(C(=O)c1ccc(N2CCCC2=O)cc1)c1c(N)n(CCCC)c(=O)[nH]c1=O	2.2%	-6%	-1%	-2%	-6%
CCc1noc(C)c1C(=O)N(CCOC)c1c(N)n(CC(C)C)c(=O)[nH]c1=O	0.7%	-5%	-6%	-18%	-16%
COc1ccc2c(c1)[nH]c1c(=O)n(CCCN3CCOCC3)cnc12	3.6%	-25%	-4%	-1%	-4%

Remaining list, next part
SMILES	inhibitors of VEEV	PhoP GFP inhibition	influenza NS1A	tuberculosis growth	M. tuberculosis HTS	others
COc1ccc(-c2nc(NCCCN(C)C)c3ccccc3n2)cc1	0.7%	-4%	-11%	21%	9%
Cc1cc2ncn(-c3ncccc3[N+](=O)[O-])c2cc1C	0.9%	0%	11%	-6%	-1%
CCN(CC)S(=O)(=O)c1ccc(C)c(C)c1	5.4%	1%	-26%	-20%	-10%
COc1cccc(C2=NOC(C(=O)NCc3ccco3)C2)c1 (stereo unspecified)	2.0%	-4%	-5%	26%	9%
O=C(c1ccccc1)c1cc([N+](=O)[O-])ccc1N1CCCC1	0.3%	16%	0%	48%	15%
COc1ccccc1Nc1nc(NCC(C)C)nc(N)c1[N+](=O)[O-]	12%	0%	-13%	21%	-1%
O=C(O)c1ccc(-n2c(O)c(/C=C3\C=Nc4ccccc43)c(=O)[nH]c2=O)cc1	0.2%	-7%	-10%	-16%	-7%
Cc1cccc(C)c1NC(=S)N(Cc1ccccc1)Cc1cccnc1	2.4%	5%	14%	21%	-3%
Cc1nnc(SCCN2C(=O)c3ccccc3C2=O)nc1C	1.1%	-11%	-1%	-23%	0%
CCCCCC(/C=N/Nc1ccc(S(=O)(=O)N2CCOCC2)cc1[N+](=O)[O-])=C\c1ccccc1	i	-4%	16%	6%	7%
O=C(C1CCN(S(=O)(=O)N2CCC3(CC2)OCCO3)CC1)N1CCc2ccccc2C1	0.5%	-1%	-7%	8%	-2%
CCCS(=O)(=O)Nc1cccc(-c2cn3c(n2)SCC3)c1	5.1%	7%	7%	13%	3%
Cc1cc(C)n(Cc2n[nH]c(=S)n2Cc2ccccc2)n1	0.8%	5%	3%	7%	-7%
Cc1nn(C)c(C)c1NC(=O)c1ccc(Br)o1	i	-2%	-7%	7%	-10%
CCOc1ccccc1CNC(=O)CCCC(=O)n1nc(C)c2ccccc21	6.5%	1%	10%	14%	1%
COc1cccc(C(=O)CC(=O)C(=O)Nc2cc(OC)ccc2OC)c1	2.9%	0%	-8%	55%	5%
CN(c1ccc(C(=O)Nc2ccccc2C(=O)N2CCCC2)cc1)S(C)(=O)=O	0.5%	7%	1%	-14%	2%
O=[N+]([O-])c1cc(S(=O)(=O)N2CCCC2)ccc1N/N=C/c1ccccn1	1.8%	-4%	5%	12%	-8%
CCOC(=O)N1CCN(CC(O)COc2ccccc2C(C)C)CC1 (stereo unspecified)	0.9%	0%	-14%	12%	12%
COc1ccccc1C(=O)NCC(=O)Nc1ccccc1	0.1%	8%	-1%	3%	-3%	inhibitors of VEEV 10K pilot screen=4.3
CC1(C)Cc2c(C#N)c(SCCOc3ccccc3)nc(N3CCOCC3)c2CO1	7.5%	2%	-5%	12%	6%
CCOC(=S)SCC(=O)Nc1nc(C)c(C)s1	?	-9%	-1%	?	-8%
COc1ccc(S(=O)(=O)N2CCOCC2)cc1NC(=O)Cc1c(Cl)cccc1Cl	0.6%	0%	-1%	0%	0%
Cc1cccc(C)c1NC(=O)COc1cccc(/C=N/NC(=O)C(=O)NCc2ccccc2)c1	i	-10%	-10%	7%	1%

Sorted by length of the SMILES (high to low): some entries from above.
SMILES	inhibitors of VEEV	PhoP GFP inhibition	influenza NS1A	tuberculosis growth	M. tuberculosis HTS	others
CN(c1ccc(C(=O)Nc2ccccc2C(=O)N2CCCC2)cc1)S(C)(=O)=O	0.5%	7%	1%	-14%	2%
CC1(C)Cc2c(C#N)c(SCCOc3ccccc3)nc(N3CCOCC3)c2CO1	7.5%	2%	-5%	12%	6%
Cc1nn(C)c(C)c1NC(=O)c1ccc(Br)o1	i	-2%	-7%	7%	-10%

(continued)
SMILES	inhibitors of VEEV	PhoP GFP inhibition	influenza NS1A	tuberculosis growth	M. tuberculosis HTS	others
COc1ccc(OC)c(NC(=O)CCCC(=O)NC2CCCCC2)c1	0.2%	6%	0%	-14%	-6%
Cc1ccc(O)c(NC(=O)c2ccc3c(c2)C(=O)N(Cc2ccco2)C3=O)c1	i	4%	-14%	1%	2%
Cc1cccc(OC(C)C(=O)Nc2nc(-c3ccncc3)cs2)c1 (stereo unspecified)	2.0%	/	-10%	/	/
CCCSc1nc2c(cnn2-c2ccc(C)c(C)c2)c(=O)[nH]1	1.7%	-2%	0%	/	-6%
O=C1C(=O)N(Cc2ccccc2)C(=O)N1CCN1C(=O)c2ccccc2C1=O	2.1%	-14%	-9%	5%	4%
O=C(NCc1ccccc1)C1CCC(=O)N(CC2CCCCC2)C1 (stereo unspecified)	3.3%	6%	-5%	0%	3%
CCN(CC)c1ccc(N=Cc2c(C)[nH]c3ccccc23)cc1	5.9%	4%	29µM*	?	?
Cc1ccccc1C(=O)NC(Oc1ccccc1)C(Cl)(Cl)Cl (stereo unspecified)	i	-3%	-12%	-1%	3%
NS(=O)(=O)c1ccc(CCNS(=O)(=O)c2ccc(Cl)cc2)cc1	i	-3%	-1%	2%	-3%
CCN(CCNC(=O)CC1Oc2ccccc2NC1=O)c1ccccc1 (stereo unspecified)	8.1%	10%	2%	/	3%
C=CCN1C(c2ccccc2)=CS/C1=C(/C#N)c1nnc(N2CCOCC2)n1-c1ccccc1	6.8%	5%	13%	4%	-1%
NCCc1c[nH]c2ccccc12	3.7%	6%	4%	6%	10%
CCn1cc([N+](=O)[O-])c(C(=O)NCc2ccc(Cl)cc2)n1	0.4%	1%	0%	-24%	6%
C=CCN(C#N)c1nc(OC)nc(N2CCCC2)n1	2.1%	2%	0%	-3%	-7%
Cc1occc1C(=O)NN=C1C2CC3CC(C2)CC1C3	2.2%	-8%	-8%	-12%	-8%
CCn1c(SCC(=O)N2CCCCC2)nc(O)cc1=O	i	0%	-8%	-8%	0%
O=C(Nc1cccc(Cl)c1)c1nc[nH]c1C(=O)NCCCCNC(=O)c1[nH]cnc1C(=O)Nc1cccc(Cl)c1	i	/	-5%	4%	6%
COc1ccc(CNC(=O)C/C(C)=N/NC(=O)c2ccc(OC)cc2OC)cc1	0.9%	-49%	10%	-11%	4%
O=C(Nc1ccon1)Nc1ccc(F)cc1F	2.2%	-11%	-6%	-5%	-12%
Cc1ccc(C)c(N2CCN(C(=O)C3CCN(c4nc(C)cc(C)n4)CC3)CC2)c1	0.6%	9%	1%	18%	?
O=C(c1cccc(Br)c1)N1CCN(S(=O)(=O)N2CCOCC2)CC1	1.5%	-8%	-3%	-24%	-5%
COc1ccc(/C=C2\SC(=S)N(CCC(=O)Nc3ccccc3C(=O)O)C2=O)cc1	0.7%	-2%	6%	24%	10%
Cc1cc(C)n(-c2cc(Oc3ccccc3)ncn2)n1	7.0%	-6%	2%	27%	-8%
Cc1ccc(NC(=O)/C=C\C(=O)O)c([N+](=O)[O-])c1	0.4%	5%	-9%	-9%	6%
COc1ccc(C2CCN(CC(=O)N(C)C)CC2O)cc1 (stereo unspecified)	4.5%	-2%	3%	0%	-9%
Cc1c(Cl)cccc1NC(=S)N1CCOCC1	0.4%	-7%	-3%	-11%	2%	inhibitors of VEEV 10K pilot screen=0.7
O=C(CSc1nccn1Cc1ccccc1)NC1CCCC1	0.6%	-16%	-8%	-4%	-3%
CN1OC[C@@H]2CN(Cc3cc(Cl)cc(Cl)c3)[C@H](c3cccc(Br)c3)C[C@@H]21	0.5%	/	-3%	/	/
O=C(CC(=O)c1ccccc1)Nc1ccc2c(c1)OCCO2	7.4%	-10%	4%	26%	34%
Cc1cc(C)n(-c2nc3c(c(=O)[nH]c(=O)n3C)n2Cc2ccccc2)n1	i	-6%	-12%	7%	-11%

Assay outcomes from PubChem.
